Screening data (PubChem BioAssay)
PRC2 inh = blocks human EZH2/PRC2 H3K27 methylation. Q15910. DELFIA TRF, 1 h. inhibition, % at 12.5 µM. 57,000 tested, 0.35% active. AID 651548;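 active means mean inhibition of replicates at least 50% and every single replicate also reaching 50%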;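 further: dimethyl H3K27 on biotinylated H3 21-44 peptide detected by antibody; plate controls were median neutral control wells for no effect and median positive control wells for full effect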
Target sequence (Q15910 whole entry, looked up): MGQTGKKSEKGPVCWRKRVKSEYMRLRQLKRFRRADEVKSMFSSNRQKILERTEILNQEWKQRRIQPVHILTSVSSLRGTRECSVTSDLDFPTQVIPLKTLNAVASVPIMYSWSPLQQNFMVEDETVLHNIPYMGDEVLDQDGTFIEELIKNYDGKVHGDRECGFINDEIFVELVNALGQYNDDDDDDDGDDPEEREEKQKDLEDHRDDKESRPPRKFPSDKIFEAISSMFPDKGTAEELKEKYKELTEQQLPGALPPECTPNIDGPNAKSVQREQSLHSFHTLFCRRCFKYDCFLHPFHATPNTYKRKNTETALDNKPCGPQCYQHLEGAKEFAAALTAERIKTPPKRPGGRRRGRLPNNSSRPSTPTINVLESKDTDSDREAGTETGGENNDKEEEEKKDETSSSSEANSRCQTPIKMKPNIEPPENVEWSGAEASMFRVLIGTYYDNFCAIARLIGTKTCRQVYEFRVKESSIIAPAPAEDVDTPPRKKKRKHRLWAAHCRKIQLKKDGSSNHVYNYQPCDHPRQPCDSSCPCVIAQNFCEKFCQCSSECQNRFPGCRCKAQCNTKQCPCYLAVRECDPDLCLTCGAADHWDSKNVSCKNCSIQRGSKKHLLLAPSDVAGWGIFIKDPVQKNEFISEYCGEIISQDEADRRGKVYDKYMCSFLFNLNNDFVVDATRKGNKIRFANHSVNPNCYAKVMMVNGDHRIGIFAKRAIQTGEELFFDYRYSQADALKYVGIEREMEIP
IDH1 R132H inh = blocks human IDH1 R132H reductase activity; O75874; 70,000 tested, 0.18% active; inhibition, % at 10 µM; diaphorase/resazurin fluorescence, 60 min; in the data active means inhibition above about 34%;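 further: 0% = DMSO and 100% = no enzyme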
Starred values were filed as active, the others as inactive; . = not tested or not shown. Not all compounds are listed; count on the stated rates, not on these rows.

SMILES	PRC2 inh	IDH1 R132H inh
C[C@@H]1CN([C@H](C)CO)C(=O)c2ccccc2-c2ccccc2CO[C@H]1CN(C)C(=O)[C@H](Cc1ccccc1)N(C)C	4.7	.
O=C(C[C@@H]1C=C[C@@H](NC(=O)CCN2CCCCC2)[C@H](CO)O1)Nc1nccs1	14.8	0.0
Cn1c(SCc2nc3ccccc3[nH]2)nnc1-c1ccccn1	.	1.0
CO[C@H]1CN(C)C(=O)c2cc(NC(=O)Nc3cccc(F)c3)ccc2OC[C@@H](C)N(C(=O)Nc2c(C)noc2C)C[C@@H]1C	3.9	0.2
CC(C)=CC(=O)CC(O)(c1ccccc1)c1ccccc1	3.2	-1.3
CO[C@H]1/C=C\O[C@@]2(C)Oc3c(C)c(O)c4c(O)c(c(/C=N/N5CCN(C)CC5)c(O)c4c3C2=O)NC(=O)/C(C)=C\C=C[C@H](C)[C@H](O)[C@@H](C)[C@@H](O)[C@@H](C)[C@H](OC(C)=O)[C@@H]1C	.	1.5
Cc1noc(C)c1S(=O)(=O)Nc1cccc2c1O[C@H](CN(C)C(=O)Nc1ccc3c(c1)OCO3)[C@H](C)CN([C@H](C)CO)C2=O	.	-1.4
C[C@H]1CCCCO[C@H](CN(C)C)[C@@H](C)CN([C@@H](C)CO)C(=O)c2cc(NS(=O)(=O)c3cn(C)cn3)ccc2O1	-4.6	3.8
CC(=O)c1cccc(NC(=O)c2ccc(CNS(=O)(=O)c3ccc(C(C)(C)C)cc3)cc2)c1	-13.8	0.5
Cc1cc(S(=O)(=O)NCC(=O)O)ccc1Cl	-7.9	0.1
C[C@H]1CN([C@@H](C)CO)C(=O)CCCn2cc(nn2)CO[C@H]1CN(C)C(=O)NC1CCCCC1	0.8	1.1
Cc1noc(C)c1S(=O)(=O)N(C)C[C@H]1OCCCC[C@@H](C)Oc2ccc(NS(C)(=O)=O)cc2C(=O)N([C@@H](C)CO)C[C@H]1C	.	1.5

Record cards (already shown). Order of values: PRC2 inh | IDH1 R132H inh
Cn1c(SCc2nc3ccccc3[nH]2)nnc1-c1ccccn1 reads . | 1.0
C[C@@H]1CN([C@H](C)CO)C(=O)c2ccccc2-c2ccccc2CO[C@H]1CN(C)C(=O)[C@H](Cc1ccccc1)N(C)C reads 4.7 | .
CO[C@H]1/C=C\O[C@@]2(C)Oc3c(C)c(O)c4c(O)c(c(/C=N/N5CCN(C)CC5)c(O)c4c3C2=O)NC(=O)/C(C)=C\C=C[C@H](C)[C@H](O)[C@@H](C)[C@@H](O)[C@@H](C)[C@H](OC(C)=O)[C@@H]1C reads . | 1.5
CC(=O)c1cccc(NC(=O)c2ccc(CNS(=O)(=O)c3ccc(C(C)(C)C)cc3)cc2)c1 reads -13.8 | 0.5
O=C(C[C@@H]1C=C[C@@H](NC(=O)CCN2CCCCC2)[C@H](CO)O1)Nc1nccs1 reads 14.8 | 0.0

Later entries.
SMILES	PRC2 inh	IDH1 R132H inh
O=C(N/N=C/c1ccc(I)cc1)c1ccccc1O	11.4	.
CCCNC(=O)Nc1ccc2c(c1)C(=O)N(C)C[C@@H](OC)[C@@H](C)CN(C)[C@@H](C)CO2	-0.3	-0.3
C[C@@H]1CCCCO[C@@H](CN(C)C)[C@@H](C)CN([C@@H](C)CO)C(=O)c2cc(NS(=O)(=O)c3ccc(Cl)cc3)ccc2O1	3.4	1.3
CO[C@@H]1CN(C)C(=O)c2ccc(NC(C)=O)cc2OC[C@@H](C)N(C(=O)c2cnccn2)C[C@@H]1C	3.8	-0.1
CO[C@@H]1CN(C)C(=O)c2ccc(NC(=O)c3cc(C)on3)cc2OC[C@@H](C)N(S(=O)(=O)c2cccc(F)c2)C[C@H]1C	-16.6	0.1
CCC(=O)N[C@@H]1C=C[C@H](CC(=O)OC)O[C@@H]1CO	-6.3	0.0
C[C@H](CO)N1C[C@H](C)[C@H](CN(C)CC2CCCCC2)Oc2ccc(NC(=O)CCC(F)(F)F)cc2C1=O	1.8	.
Cc1ccc(SC(C)C(=O)NCc2cccnc2)cc1 (stereo not drawn)	-3.4	-0.1
Cc1ccc(Nc2nc(Oc3ccc(=O)[nH]n3)nc(N(C)C)n2)cc1	-3.6	0.7
C[C@H]1CN([C@@H](C)CO)S(=O)(=O)c2ccc(C#CC3CCCCC3)cc2O[C@H]1CN(C)C(=O)Cc1ccncc1	-54.6	.
COc1ccc(NC(=O)N(C)C[C@H]2OCc3ccccc3-c3ccccc3C(=O)N([C@@H](C)CO)C[C@@H]2C)c(OC)c1	-0.4	-2.2
C[C@H]1CN([C@@H](C)CO)S(=O)(=O)c2ccc(C#Cc3ccccc3F)cc2O[C@H]1CN(C)C(=O)Cc1ccncc1	-35.1	.
CO[C@H]1CN(C)C(=O)c2cc(NC(C)=O)ccc2OC[C@@H](C)N(C(=O)c2ccccc2F)C[C@H]1C	2.9	0.4
COc1cc(OC)c(NC(=O)CSc2nnc(-c3ccccc3)n2C)cc1Cl	12.5	0.1
CO[C@H]1CN(C)C(=O)c2ccc(NC(=O)NC(C)C)cc2OC[C@@H](C)N(CCC(F)(F)F)C[C@H]1C	-2.9	0.3
C[C@@H]1CCCCO[C@@H](CN(C)Cc2ccc(C(=O)Nc3ccccc3N)cc2)[C@@H](C)CN([C@H](C)CO)C(=O)c2cc(NS(=O)(=O)c3cn(C)cn3)ccc2O1	-23.6	.
COc1ccc(C(=O)CSc2nc(N)nc(SC)c2C#N)cc1	1.9	-0.1
C[C@H](CO)N1C[C@H](C)[C@H](CN(C)C(=O)Nc2cccc3ccccc23)Oc2ccc(NC(=O)CCN3CCOCC3)cc2C1=O	-1.8	-1.2
Cc1ccc(S(=O)(=O)Nc2ccc3c(c2)CC(=O)N([C@H](C)CO)C[C@H](C)[C@H](CN(C)C(=O)Nc2c(C)noc2C)O3)cc1	.	-0.9
Cc1ccc(S(=O)(=O)N(C)C[C@H]2Oc3cc(-c4cccc(F)c4)ccc3S(=O)(=O)N([C@H](C)CO)C[C@@H]2C)cc1	.	-0.3
O=C(CSc1nnc(-c2ccncc2)o1)Nc1ccc(F)cc1	25.6	-0.2
Cc1cc(C)c(NC(=O)CN(c2cc(C(F)(F)F)ccc2Cl)S(C)(=O)=O)c(C)c1	-0.6	0.0
C[C@H]1CN([C@@H](C)CO)C(=O)c2cccc(NC(=O)CCCCCC(=O)Nc3ccccc3N)c2O[C@@H]1CN(C)S(=O)(=O)c1cn(C)cn1	-23.6	.
C[C@@H]1CN([C@@H](C)CO)C(=O)Cc2cc(N(C)C)ccc2O[C@@H]1CN(C)C(=O)NC1CCCCC1	-7.1	1.0
C[C@@H]1CN([C@H](C)CO)C(=O)c2cccc(NC(=O)c3cnccn3)c2O[C@H]1CN(C)C(=O)NC1CCCCC1	-0.6	0.3
CC(=O)OC/C(=C\COc1cc(=O)oc2cccc(C)c12)CCC=C(C)C	.	1.0
O=C(C[C@@H]1C=C[C@H](NS(=O)(=O)c2ccccc2)[C@H](CO)O1)N1CCc2ccccc2C1	3.8	-0.4
CC(C)CNC(=O)[C@@]1(C)c2ccccc2C(=O)N(Cc2cc(F)cc(C(F)(F)F)c2)[C@H]1c1ccc(CO)cc1	5.2	.
O=C(CSc1nnc(-c2ccc(Br)cc2)o1)c1ccc([N+](=O)[O-])cc1	-4.8	0.4
CO[C@@H](CN(C)Cc1ccc2c(c1)OCO2)[C@@H](C)CN(C(=O)c1ccccc1)[C@@H](C)CO	4.1	0.2
CCCN(C)C[C@@H]1Oc2ncc(-c3cccnc3)cc2C(=O)N([C@@H](C)CO)C[C@@H]1C	-2.3	-1.5
CCC(=O)Nc1ccc2c(c1)C(=O)N(C)C[C@@H](OC)[C@@H](C)CN(Cc1nccs1)[C@@H](C)CO2	5.3	0.0
C[C@@H]1CN([C@@H](C)CO)C(=O)Cc2cc(NS(C)(=O)=O)ccc2O[C@@H]1CN(C)S(=O)(=O)c1ccccc1	.	0.5
CC(C)(C#N)NC(=O)C1Cc2ccccc2CN1S(=O)(=O)c1ccc(F)cc1 (stereo not drawn)	-1.9	0.0
CNC[C@@H]1Oc2cc(-c3cncnc3)ccc2S(=O)(=O)N([C@@H](C)CO)C[C@H]1C	-13.4	3.6
CCOC(=O)c1c(NC(=O)C(C)Oc2ccccc2C)sc2c1CCCC2 (stereo not drawn)	24.7	0.0
C[C@@H]1CN([C@@H](C)CO)C(=O)c2cccc(NC(=O)Nc3ccccc3)c2O[C@H]1CN(C)C(=O)NC1CCCCC1	-8.2	1.2
Cc1ccccc1S(=O)(=O)NCC[C@H]1CC[C@H](NC(=O)C2CC2)[C@@H](CO)O1	-7.5	-0.2
O=C(C[C@@H]1CC[C@@H](NC(=O)C2CCOCC2)[C@H](CO)O1)NCc1ccccc1Cl	-2.6	-0.2
O=C(C[C@H]1C[C@H]2c3cc(NC(=O)Cc4ccncc4)ccc3O[C@H]2[C@@H](CO)O1)NCc1cc(F)ccc1F	-7.1	0.3
Cc1noc(C)c1NC(=O)N(C)C[C@H]1Oc2ccc(NS(=O)(=O)c3ccc(F)cc3)cc2C(=O)N([C@@H](C)CO)C[C@H]1C	.	3.0
C[C@@H]1CCCCO[C@H](CN(C)C(=O)c2ccccc2)[C@H](C)CN([C@H](C)CO)C(=O)c2cc(NS(=O)(=O)c3ccc(Cl)cc3)ccc2O1	.	-0.4
CO[C@@H]1CN(C)C(=O)c2cc(NC(=O)Cc3ccccc3)ccc2OC[C@H](C)N(C)C[C@H]1C	3.4	-0.7
C[C@H](CO)N1C[C@H](C)[C@@H](CN(C)C(=O)NC2CCCCC2)Oc2ncc(-c3ccccc3F)cc2C1=O	-4.4	-3.5
CCCC#Cc1ccc2c(c1)O[C@@H](CN(C)C(=O)CC)[C@@H](C)CN([C@H](C)CO)S2(=O)=O	.	-0.3
CCC(=O)N(C)C[C@@H]1Oc2cc(C#Cc3ccccc3)ccc2S(=O)(=O)N([C@@H](C)CO)C[C@@H]1C	-16.8	11.2
Cn1c(Cc2cccc3ccccc23)nnc1SCC(=O)N1CCc2ccccc21	-3.7	-0.7
Cc1ccc(C(=O)NCCCn2ccnc2)cn1	-15.2	-0.3
CNC[C@@H]1Oc2ccc(NC(=O)Cc3ccccc3)cc2CC(=O)N([C@H](C)CO)C[C@@H]1C	-6.7	-1.3
C[C@H]1CN([C@@H](C)CO)C(=O)Cc2cc(NC(=O)NC3CCCCC3)ccc2O[C@@H]1CN(C)S(C)(=O)=O	-7.1	1.1
CNC[C@H]1Oc2ccc(NS(=O)(=O)c3ccccc3)cc2C(=O)N([C@@H](C)CO)C[C@H]1C	.	1.5
COc1ccccc1C(=O)Nc1ccc2c(c1)OC[C@@H](C)NC[C@H](C)[C@H](OC)CN(C)C2=O	2.1	-0.4
COc1ccccc1-c1c(C(F)(F)F)oc2cc(OCC(=O)Nc3cc(C)ccc3C)ccc2c1=O	-23.3	0.1
Cc1ccc(S(=O)(=O)N(C)C[C@@H]2Oc3ccc(NS(=O)(=O)c4cccs4)cc3C(=O)N([C@@H](C)CO)C[C@H]2C)cc1	.	-2.2
C[C@H]1CN([C@@H](C)CO)C(=O)c2cc(C3=CCCC3)cnc2O[C@H]1CN(C)C(=O)c1ccccc1	1.7	-0.1
COc1ccc(NC(=O)CC2SC3=NCCN3C2=O)cc1 (stereo not drawn)	-2.6	-0.1
C[C@H]1CN([C@@H](C)CO)S(=O)(=O)c2ccc(C#Cc3ccccc3)cc2O[C@@H]1CN(C)C(=O)CN(C)C	-44.5	4.0
C[C@H]1CN([C@@H](C)CO)C(=O)c2cc(NC(=O)CCC(F)(F)F)ccc2O[C@@H]1CN(C)C(=O)Nc1ccc(F)cc1	-12.2	-11.6
COCC(=O)N(C)C[C@H]1Oc2cc(-c3ccc(OC)cc3)ccc2S(=O)(=O)N([C@@H](C)CO)C[C@H]1C	.	0.0
CCCNC(=O)N[C@@H]1CC[C@H](CC(=O)NC2CCCCC2)O[C@@H]1CO	10.3	-0.1

Continuation:
SMILES	PRC2 inh	IDH1 R132H inh
C[C@H]1CN([C@@H](C)CO)C(=O)c2cc(N(C)C)ccc2O[C@H]1CN(C)C(=O)Nc1ccc(C(F)(F)F)cc1	7.9	-0.3
O=C(Nc1ccccc1)N[C@H]1CC[C@H](CCNS(=O)(=O)c2ccccc2F)O[C@@H]1CO	30.4	0.1
C[C@@H]1CCCCO[C@@H](CN(C)S(=O)(=O)c2ccc(Cl)cc2)[C@H](C)CN([C@@H](C)CO)C(=O)c2cc(NC(=O)CCCN(C)C)ccc2O1	.	-0.4
Cc1noc(C)c1NC(=O)N(C)C[C@H]1Oc2c(NC(=O)Nc3ccc(F)cc3)cccc2C(=O)N([C@@H](C)CO)C[C@H]1C	.	-1.8
COC(=O)C[C@H]1C(C)(C)C2(O)OC34CC2C(=O)[C@]1(C)C3CC[C@]1(C)C4=CC(=O)O[C@H]1c1ccoc1 (stereo partly drawn)	.	-0.2
C[C@@H]1CN([C@H](C)CO)S(=O)(=O)c2ccc(-c3cccc(C#N)c3)cc2O[C@@H]1CN(C)C(=O)Nc1ccccc1F	.	-0.4
C[C@@H]1CN([C@H](C)CO)C(=O)c2cc(NC(=O)NC3CCCCC3)ccc2O[C@H]1CN(C)S(=O)(=O)c1ccccc1	.	-1.8
Cc1noc(C)c1NC(=O)Nc1ccc2c(c1)C(=O)N([C@H](C)CO)C[C@H](C)[C@H](CN(C)C(=O)C1CCCCC1)OCCCC[C@@H](C)O2	.	0.2
C[C@@H]1CCCCO[C@@H](CN(C)C(=O)Cc2ccccc2)[C@H](C)CN([C@@H](C)CO)C(=O)c2cc(NC(=O)CCC(F)(F)F)ccc2O1	.	-0.1
O=S(=O)(NCc1ccccn1)c1ccc(F)cc1	15.5	0.4
CC(C)CC#Cc1cnc2c(c1)C(=O)N([C@H](C)CO)C[C@@H](C)[C@@H](CN(C)S(C)(=O)=O)O2	3.6	5.3
